Source: PubChem
Rtt109 Vps75 – C. albicans Rtt109 histone acetyltransferase inhibition | 330,000 compounds, 0.16% hits | inhibition, % at 34.9 µM | purified Rtt109/Vps75, ThioGlo CoA-SH fluorescence, 4 h | AID 540336;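 active = inhibition of at least 50% in every replicate; inconclusive = best replicate reaches 50% inhibition but some replicates fall short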
MITF act – increases MITF-driven TRPM1 promoter luciferase signal; SK-MEL-5 TRPM1-promoter luciferase, 24 h; % of positive control, neutral wells = 0; 300,000 compounds, 0.75% hits; activation, % at 12.5 µM;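 active = mean activation of at least 80% with every replicate also reaching 80%; inconclusive = mean reaches 80% but some replicate falls short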;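 also: 0% = neutral control wells and 100% = parthenolide positive control wells; values of inactives mirror those of a sister screen read the other way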
CAL PDZ FP-1 – CAL PDZ (human) peptide binding inhibition. Q9HD26. purified CAL PDZ, TMR-peptide fluorescence polarization, 1 h. 300,000 compounds, 0.92% hits. inhibition, % at 24.9 µM. AID 602252;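 active = mean inhibition of at least 30% with at least half of replicates also reaching 30%; inconclusive = no clear call, values can overlap the other calls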;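 also: 0% = DMSO neutral control and 100% = excess unlabeled competitor peptide PRC23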
SR-BI DiI-HDL act – activators of SR-BI mediated HDL lipid uptake; 320,000 compounds, 0.096% hits; AID 504775; activation, % at 12.5 µM; CHO ldlA[mSR-BI] cells, DiI-HDL uptake fluorescence, 3 h; 100 = double the neutral-control signal;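 active = mean replicate activation of at least 60% and every replicate at or above 60%; inconclusive = mean or all-replicate condition met, but not both; inactive = mean below 60% and not all replicates reaching 60%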;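 also: 0% = median plate neutral-control signal and 100% = twice that signal; values of inactives mirror those of a sister screen read the other way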
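material = CHO ldlA[mSR-BI] cells | medium = Ham's F12 with 0.5% BSA, HEPES 25 mM, pH 7.4 | reagent = fluorescent DiI-HDL, 10 µg/mL final | compound dosing = single-point compound dose | incubation = 3 h, 37 °C | measured by = bottom-read fluorescence, 550/595 nm | measure = HDL uptake via cellular fluorescence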
SR-BI DiI inh – mouse SR-BI HDL lipid transfer inhibition | inhibition, % at 12.5 µM | AID 488896 | 320,000 compounds, 0.96% hits | ldlA[mSR-BI] CHO cells, DiI-HDL uptake fluorescence, 3 h | Q61009;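 active = mean replicate inhibition of at least 70% and a set share of replicates each scoring 70 or more; inconclusive = meets just one of the two criteria; inactive = fails both criteria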;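 also: 0% = median of neutral control wells and 100% = median of positive control wells; values of inactives mirror those of a sister screen read the other way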
dFosB activator – mouse delta FosB homodimer activation | purified delta FosB, TAMRA-CDK5 oligo fluorescence polarization; percent of positive-control signal above neutral wells | activation, % at 25 µM | P13346 | 340,000 compounds, 0.99% hits;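 active = mean activation above about 17%, with every replicate also reaching it, limit read from the data, passing the limit was not always enough; inconclusive = only one of the two conditions met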;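 also: fluorescence polarization rise as delta FosB binds a TAMRA Cdk5 AP-1 oligo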
PvdQ inh – blocks Pseudomonas aeruginosa PvdQ acylase activity. purified PvdQ acylase, fluorescence plate reader. inhibition, % at 10 µM. 340,000 compounds, 0.063% hits. AID 488965; in the data active = inhibition above about 30%, passing the limit was not always enough; inconclusive = no clear call, values can overlap the other calls;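 also: 0% = vehicle neutral wells and 100% = reference inhibitor wells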
CAL PDZ FP-2 – human CAL PDZ-peptide interaction inhibition | Q9HD26 | purified CAL PDZ, TMR-peptide fluorescence polarization, 1 h | inhibition, % at 20 µM | 330,000 compounds, 0.02% hits | AID 504414;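 active = highest replicate inhibition of at least 40%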;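 also: plate controls were DMSO neutral control wells for no effect and unlabeled competitor peptide control wells for full effect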
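Control set: unlabelled peptide and DMSO controls / Material: purified CerCALP PDZ construct / Timing: 1 h incubation at room temperature before polarization reading / Doses: 20 µM, one dose / Detection: fluorescence polarization (mP)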
PfHsp90 set2 – reduces growth (ATP signal) of yeast expressing P. falciparum Hsp90; AID 504621; inhibition, % at 9.4 µM; S. cerevisiae expressing PfHsp90, BacTiter-Glo ATP, 48 h; yeast lacking PDR1 and PDR3 efflux regulators; 310,000 compounds, 0.32% hits;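 active = every replicate shows inhibition above about 80%, whatever the replicate mean, limit read from the data; inconclusive = mean inhibition reaches the set limit but some replicate falls short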;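 also: 0% = DMSO neutral controls and 100% = 20 µM radicicol positive controls; yeast relying on Plasmodium falciparum Hsp90 in place of its own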
NSD2 HMT inh – inhibitors of human histone methyltransferase NSD2; 310,000 compounds, 0.54% hits; AID 743445; inhibition, % at 12.5 µM; NSD2 peptide methylation, AlphaScreen, 120 min; in the data active = inhibition above about 50%
Numbers without * were called inactive; u = inconclusive; x = not tested or not shown. An unsorted share of the library; any-hit rate near 4.3%.

SMILES	Rtt109 Vps75	MITF act	CAL PDZ FP-1	SR-BI DiI-HDL act	SR-BI DiI inh	dFosB activator	PvdQ inh	CAL PDZ FP-2	PfHsp90 set2	NSD2 HMT inh
CC(C)c1nc(SCC(=O)N2CCCC2)c2ccccc2n1	-23	-5	-9	-13	13	-1	-4	-1.5	5	1
Cc1ccc(C2C(C#N)C(C#N)N3CCCN23)cc1 (configuration not stated)	25	-9	1	3	-3	-10	10	-2.1	-20	-1
COc1cc2[nH]c(=S)nc(NC3CCCCCC3)c2cc1OC	18	2	-4	0	0	6	-4	-10	-6	x
CCN(CC)S(=O)(=O)c1ccc2c(c1)nc(SCn1nnc3ccccc3c1=O)n2CC	-8	-5	4	-33	33	-4	-2	-1.3	14	0
CCn1c(-c2csc(-c3ccccc3)n2)n[nH]c1=S	10	22	1	-10	10	-3	8	-1.6	-31	1
CCCC1CC(C)(/C(C)=N\NC(N)=S)OC1=O (configuration not stated)	-4	6	-3	-62	62	6	-8	-1.9	-10	-6
CCN(CC)CCN(C(=O)c1ccc2c(c1)CCCC2)c1nc2cc(OC)c(OC)cc2s1	29	-9	-5	-61	61	-6	-1	-1.6	-20	0
COc1cc(S(=O)(=O)n2ccnc2)ccc1Br	2	-2	5	11	-10	-7	-8	0.0	-13	-1
COCCn1ccc2c(OCC(=O)Nc3cc(OC)ccc3OC)cccc2c1=O	-4	-9	x	-41	41	-5	0	-2.2	-11	-2
O=[N+]([O-])c1ccc(-c2csc(N/N=C/c3cccnc3)n2)cc1	3	13	9	-23	23	-6	7	-0.2	18	1
CC1(NC(=O)Cc2c(Cl)cccc2Cl)CCS(=O)(=O)C1 (configuration not stated)	2	11	-18	11	-11	4	-18	-1.7	-19	0
CCCCN(C)CCC(=O)Nc1ccc(F)c(F)c1	-2	-9	-4	29	-29	-9	1	-2.7	17	0
COc1cccc(CC(=O)Nc2cc(S(=O)(=O)N3CCOCC3)ccc2OC)c1	-8	8	-1	-18	18	-12	-7	-3.0	-20	-6
Cc1cc2nc(/C=C/c3nc4cc(C)c(C)cc4[nH]3)[nH]c2cc1C	2	5	9	5	-5	-9	-20	-0.5	-11	4
CON(C)c1nc(C2CCCCC2)c2cc(C)ccc2n1	-9	-9	-2	-16	16	-2	-9	-0.1	x	x
O=C(Cc1ccc(Cl)cc1)NNS(=O)(=O)c1ccc([N+](=O)[O-])cc1	5	-2	5	22	-22	-14	-8	-0.3	-9	0
CC(=O)c1sc2c(c1N)c(=O)[nH]c(=O)n2-c1ccccc1	1	-2	-3	3	-3	-1	6	-2.0	-19	0
O=C(CSc1cccs1)Nc1cccc2ccccc12	0	65	x	-11	11	-6	-12	-0.4	7	-2
COc1ccc(Cl)c2c1[nH]c1nc(SCc3cccnc3)nnc12	-8	17	2	0	0	-10	-14	-0.1	x	-1
COCCNC(=O)c1onc(CSc2ccc(C)c(C)c2)c1C(=O)O	-5	4	-3	-1	1	7	-14	-1.9	-4	x
CCN(C(=O)COC(=O)CNC(=O)C1CCCCC1)c1ccccc1	-12	9	-4	15	-15	1	-9	-0.5	27	-2
CN1CCN(CC(=O)Nc2ccccc2Sc2ccccc2)CC1	x	0	2	-8	8	-2	12	-1.3	-14	-2
O=C(OCN1C(=O)c2ccccc2C1=O)/C(=C\c1ccco1)NC(=O)c1ccccc1	-3	x	-1	4	-4	-1	-2	-1.4	9	1
COc1ccc(CNC(=O)C(NS(=O)(=O)c2ccc3c(c2)CCCN3C(C)=O)C(C)C)cc1 (configuration not stated)	11	x	5	11	-11	0	11	-2.8	x	-1
COc1cccc(CNn2cnnc2)c1O	0	8	2	22	-22	-2	-7	-1.1	x	-6

Next part, overlapping the part above by 2 compounds.
SMILES	Rtt109 Vps75	MITF act	CAL PDZ FP-1	SR-BI DiI-HDL act	SR-BI DiI inh	dFosB activator	PvdQ inh	CAL PDZ FP-2	PfHsp90 set2	NSD2 HMT inh
COc1ccc(CNC(=O)C(NS(=O)(=O)c2ccc3c(c2)CCCN3C(C)=O)C(C)C)cc1 (configuration not stated)	11	x	5	11	-11	0	11	-2.8	x	-1
COc1cccc(CNn2cnnc2)c1O	0	8	2	22	-22	-2	-7	-1.1	x	-6
COc1ccccc1-c1cc(C(=O)Nc2ccc(F)cc2F)no1	-4	43	x	-30	30	25*	-10	0.6	3	-5
COc1ccc(-c2nc(N)n(C(=O)Cc3ccccc3)n2)cc1	-1	2	-5	15	-15	2	-25	-2.9	2	-1
CC(NC(=O)C1CCN(S(=O)(=O)c2ccccc2)CC1)c1ccccc1 (configuration not stated)	-9	5	3	-3	3	-7	-2	-3.6	-6	1
N#CC(C#N)=c1ccc2c(c1)N1C3=C(CCCC3)CC3CCCCC31N=2 (configuration not stated)	5	-36	-1	-53	53	3	5	-0.2	x	55*
CN(C)C(=O)Nc1ccccc1	23	x	-6	1	-1	-2	u	-0.5	-2	4
CCc1ccc(-c2cn3nc(-c4ccccc4)cnc3n2)cc1	4	x	-2	14	-14	3	-18	-0.1	-1	36
O=C(Cn1cnc2ccccc2c1=O)c1cccs1	1	-2	1	9	-9	2	-12	-1.1	-1	-2
Cc1ccccc1/C=C/C12NC(=O)CN1c1ccccc1C2(C)C (configuration not stated)	-43	x	x	-31	31	-2	-9	-0.1	-8	4
Cn1cc(S(=O)(=O)Nc2ccc(Br)cc2F)c(=O)n(C)c1=O	2	x	x	16	-16	2	6	0.1	6	x
CCC(=C(c1ccc(OC)cc1)c1ccc(OC)cc1)c1cn(CC(O)CN(CCO)CCO)c2ccccc12 (configuration not stated)	27	9	-3	-55	55	-31	-14	-1.8	29	-3
Cc1oc(-c2ccc(Cl)cc2)nc1CS(=O)CC(=O)NCCCN1CCOCC1 (configuration not stated)	3	-13	-4	4	-4	-3	-11	-2.6	-3	-9
Cc1cc(NC(=O)CCC(=O)N(CC(=O)NC2CCCC2)c2ccc(C)c(F)c2)no1	20	-4	-2	6	-6	-15	7	-1.4	-1	-2
COc1ccc2c(CC(=O)NCc3ccc4c(c3)OCO4)coc2c1	1	-7	-8	-7	7	-3	7	-1.5	-10	0
CCOc1ccc(CC(=O)Nc2nccs2)cc1OCC	1	-8	1	-9	9	-4	-2	-0.1	x	-1
O=C(c1ccc(C(F)(F)F)cc1)C1CCCN(C(=O)c2cnccn2)C1 (configuration not stated)	-1	-7	0	x	x	-7	11	0.1	-11	x
O=C(CN1CCN(c2ncccn2)CC1)Nc1ccccc1C(F)(F)F	4	-19	1	21	-21	2	-29	-0.7	3	0
N=C1S/C(=C\c2ccccc2)C(=O)N1c1ccc(F)cc1	-7	5	-7	-1	1	3	-5	-2.2	x	-3
COc1ccc(NC(=O)N2CCCCC2)cc1	-2	6	x	2	-2	-1	-11	0.5	-13	4
CC1=C(C(=O)Nc2ccccc2C(=O)N2CCCCC2)SCCO1	-7	6	-2	9	-9	0	-9	0.4	6	-1
Cc1cc(C)n(CC(O)Cn2c3ccccc3c3ccccc32)c(=O)n1 (configuration not stated)	10	-10	-3	-20	20	-1	4	-1.3	-39	6
CCOC(=O)c1sc(NC(=S)NC(=O)CC(C)C)cc1C	8	52	-1	-30	30	-12	-2	-1.5	-26	0
CC(C)Cn1c(=O)c2c(nc3n2CCCN3CCc2ccccc2)n(C)c1=O	5	6	-9	-7	7	-13	1	x	5	10
CCOC(=O)CCC(=O)OCC(=O)NC(C)C1CC2CCC1C2 (configuration not stated)	3	3	-3	7	-7	2	-11	0.4	19	1
Cc1cccc(CN2CCCC(C(=O)Nc3ccc(-c4cscn4)cc3)C2)c1 (configuration not stated)	0	-7	-7	-10	10	-10	-7	-1.7	-23	1
CCOc1cc(-c2nnc(NC(=O)c3ccco3)o2)cc(OCC)c1OCC	3	-9	-2	17	-17	4	2	-0.1	-4	-1

New compounds follow
SMILES	Rtt109 Vps75	MITF act	CAL PDZ FP-1	SR-BI DiI-HDL act	SR-BI DiI inh	dFosB activator	PvdQ inh	CAL PDZ FP-2	PfHsp90 set2	NSD2 HMT inh
COc1ccc(/C=C/C(=O)Nc2c(C(=O)O)[nH]c3ccccc23)cc1OC	7	-15	6	-3	3	0	-4	-0.5	-5	x
CCCC(C)c1nnc(NC(=O)CCS(=O)(=O)Cc2ccccc2)s1 (configuration not stated)	-2	-9	-4	10	-10	6	-15	-1.3	8	-2
COC(=O)CCC(=O)OC1(C)C(=O)C=C2C=C(C3CC3)N(CCN3CCOCC3)C=C2C1=O (configuration not stated)	-5	3	-1	18	-18	1	7	0.4	17	x
COc1ccccc1C(=O)N/C(=C\c1cn(S(=O)(=O)N(C)C)c2ccccc12)C(=O)N1CCOCC1	11	-6	x	-32	32	1	-4	-1.2	-4	0
COc1ccc(C2CC(c3ccc4ccccc4c3)=NN2C(=O)CN2C(=O)CCC2=O)cc1 (configuration not stated)	3	12	8	-8	8	-3	12	-1.1	x	8
Cc1ccc(NC(=O)COc2ccccc2)c(NC(=O)c2ccco2)c1	2	-16	-2	-8	8	-7	-5	-3.1	6	14
COC(=O)CC/C(O)=C1\C(=O)CC(C)(C)CC1=NCCc1nc2ccccc2[nH]1	1	-4	1	6	-6	-11	-12	-0.4	2	1
COc1ccc(C)cc1NC(=O)c1ccc(S(=O)(=O)N2CCOCC2)cc1	-1	x	0	-8	8	-8	-1	-0.9	-4	2
CCc1cccc(C)c1NC(=O)CN1C(=O)c2ccccc2S1(=O)=O	-8	6	-6	4	-4	3	-11	-0.2	-5	x
CCn1cc(CN2CCCC(CO)(Cc3cccc(Cl)c3)C2)cn1 (configuration not stated)	2	0	-9	4	-4	-11	-7	-5.7	42	0
COc1ccc(CCC(=O)Nc2ccc(S(=O)(=O)Nc3nccc(C)n3)cc2)cc1	-2	4	-4	x	x	1	-3	-1.3	-15	76*
COc1cc(-c2noc(C)c2C(=O)NCC[C@@H]2CCCN2C)cc(OC)c1OC	1	-9	-1	12	-12	2	-19	-0.2	-2	x
COc1cccc(C2c3[nH]c4ccccc4c3CCN2CCCn2cccn2)c1 (configuration not stated)	-9	-15	-4	-17	17	-3	-6	-0.9	-1	0
Cc1ccc(-c2n[nH]c(=S)n2-c2ccccc2)cc1	5	x	3	18	-18	-1	-14	x	x	-3
O=C(Oc1c(Cl)cc(Cl)c2ccccc12)N1CCCC1	7	-24	-4	-16	16	-3	8	-1.9	x	1
COc1ccc(Cl)cc1NC(=O)NCc1ccccn1	-11	8	-2	-11	11	-1	11	0.1	-13	-1
